From PubChem
Calpain2 inh: calpain II (pig) inhibition. AID 1236. purified calpain II, fluorogenic peptide substrate, 30 min. inhibition, % at 16 µM. actives 0.37% (n = 220,000);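 active = inhibition above about 50%, limit read from the data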
zfTRPN1 agonist: agonists of zebrafish TRPN1 channel; HEK293 zebrafish TRPN1-YFP, Fluo-8 calcium fluorescence; 100% = response to 87 µM carbachol; activation, % at 3 µM; actives 0.18% (n = 220,000); AID 1424;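 active = activation above its plate's cutoff, the mean activation of test wells on that plate plus 3 SD, cut at about 19% in these data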;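 also: 0% = DMSO alone and 100% = 87 µM carbachol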
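Material – zebrafish TRPN1-YFP in HEK293 cells · Doses – 3 µM single point · Schedule – dye 1 h 37 °C plus 30 min RT · Signal – Fluo-8 calcium fluorescence, excitation 470-495 nm, emission 515-575 nm · Read-out – % activation versus carbachol response · Control set – carbachol high, DMSO low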
PERK inh: human PERK inhibition, primary cell-based screen | Q9NZJ5 | CHO PERK-DD fusion, SEAP luminescence translation reporter | inhibition, % at 5.6 µM | actives 0.17% (n = 220,000);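 active = inhibition above the mean inhibition of all tested compounds plus 3 SD, set separately per screening campaign, cut at about 2.9% in these data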;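 also: PERK kinase domain activated by AP20187 dimerizer at 100 nM; 0% = DMSO with dimerizer and 100% = rapamycin at 8.4 µM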
EP2 mod: EP2 receptor (human) modulation; EP2-expressing cells, cAMP HTRF FRET, PGE2 co-stimulation; induction, % at 25 µM; actives 0.83% (n = 260,000); P43116;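 active = compounds whose cAMP rise, as percent of the full-agonist control response, exceeds 60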;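 also: rat C6 glioma line stably carrying human EP2 under a CMV promoter; the protocol text gives 20 µM as final concentration; 100% = response of wells given 1 µM PGE2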
S1P4 antag: human S1P4 receptor antagonism; inhibition, % at 4.98 µM; actives 0.26% (n = 220,000); S1P4-expressing cells, antagonist mode, reporter read-out; in the data active = inhibition above about 29%;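 also: 0% = wells stimulated with agonist and 100% = vehicle wells without agonist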
Target sequence (O95977 whole entry, looked up): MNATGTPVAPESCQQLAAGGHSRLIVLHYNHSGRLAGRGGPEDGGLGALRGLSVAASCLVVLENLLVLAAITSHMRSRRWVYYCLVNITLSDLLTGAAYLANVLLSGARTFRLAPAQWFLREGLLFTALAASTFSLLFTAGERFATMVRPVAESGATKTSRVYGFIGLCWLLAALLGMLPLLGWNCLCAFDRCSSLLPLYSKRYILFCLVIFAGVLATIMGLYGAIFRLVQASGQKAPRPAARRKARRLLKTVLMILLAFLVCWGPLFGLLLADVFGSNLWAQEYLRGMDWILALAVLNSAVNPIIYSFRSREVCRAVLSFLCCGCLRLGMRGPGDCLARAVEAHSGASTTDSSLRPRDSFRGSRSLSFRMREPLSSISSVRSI
S1P4 ag: activates the human S1P4 receptor. S1P4-expressing cell line, agonist reporter assay. activation, % at 4.98 µM. actives 0.35% (n = 220,000). AID 1509; in the data active = activation above about 11%;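 also: 0% = DMSO vehicle and 100% = reference agonist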
TRPML3 ag: agonists of human TRPML3 channel | actives 0.29% (n = 220,000) | Q8TDD5 | activation, % at 3 µM | HEK293 TRPML3-YFP, Fluo-8 calcium fluorescence; 100% = the carbachol control signal;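 active = activation above its plate's cutoff, the mean activation of the plate's test wells plus 3 SD, cut at about 12% in these data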;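 also: 0% = DMSO only wells and 100% = carbachol wells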
Target sequence (Q8TDD5 whole entry, looked up): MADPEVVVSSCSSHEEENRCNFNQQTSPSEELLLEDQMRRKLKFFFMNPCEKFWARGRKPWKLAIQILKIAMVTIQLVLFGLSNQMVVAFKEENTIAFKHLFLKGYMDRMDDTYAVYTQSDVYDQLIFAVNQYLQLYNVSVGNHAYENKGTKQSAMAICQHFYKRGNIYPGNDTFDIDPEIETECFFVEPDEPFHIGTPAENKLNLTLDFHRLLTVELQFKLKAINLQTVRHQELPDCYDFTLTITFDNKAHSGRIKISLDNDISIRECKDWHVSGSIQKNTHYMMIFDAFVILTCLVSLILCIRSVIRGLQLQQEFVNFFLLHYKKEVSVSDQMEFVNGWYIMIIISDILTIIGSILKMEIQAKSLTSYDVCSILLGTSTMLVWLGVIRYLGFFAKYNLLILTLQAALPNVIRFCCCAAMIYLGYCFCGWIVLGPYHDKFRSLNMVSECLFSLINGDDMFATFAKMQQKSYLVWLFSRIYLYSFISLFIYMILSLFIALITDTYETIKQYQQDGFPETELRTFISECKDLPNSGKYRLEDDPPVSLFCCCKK
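Test system: TRPML3-YFP stable HEK293 cells. Doses: single point at 3 µM. Incubation: dye loading 1 h 37 °C then 30 min ambient, 125 s read. Signal: Fluo-8 calcium dye fluorescence, ex 470-495, em 515-575 nm. Measure: percent activation from peak-to-basal fluorescence ratio, scaled between DMSO and carbachol.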
BaF3 parental: reduces parental Ba/F3 cell viability, JAK2V617F counter-screen; CellTiter-Glo ATP luminescence; inhibition, % at 5.6 µM; actives 1.1% (n = 220,000); AID 1486;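 active = inhibition above a per-campaign cutoff, the mean inhibition of all tested compounds plus 3 SD, cut at about 27% in these data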;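 also: 0% = DMSO wells and 100% = JAK Inhibitor I control wells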
Ba/F3 V617F tox: loss of viability in JAK2V617F-driven Ba/F3 cells; Ba/F3 EpoR-JAK2V617F viability, ATP luminescence; inhibition, % at 5.6 µM; actives 1.1% (n = 220,000); AID 1446;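 active = inhibition above the campaign mean plus 3 SD over all tested compounds, cut at about 24% in these data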;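 also: cytokine-independent growth of Ba/F3 cells driven by EpoR plus mutant JAK2; 0% = DMSO-treated cells and 100% = JAK inhibitor I control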
An asterisk follows results filed as active; & = joins results of further samples.

Start of the listing, in advance:
Results for Cc1ccccc1OCCN1C(=O)NC2(CCCc3ccccc32)C1=O (stereo not given) ?
Calpain2 inh: 13; zfTRPN1 agonist: -0.5; PERK inh: -1.2; EP2 mod: 27; S1P4 antag: 3; S1P4 ag: -4.0; TRPML3 ag: 0.9; BaF3 parental: 1; Ba/F3 V617F tox: -1

How did CN(C(=O)Cn1c(=O)n(CCCCC(=O)NC2CCCC2)c(=O)c2ccccc21)C1CCCCC1 do in these assays?
zfTRPN1 agonist: 0.3; PERK inh: 0.9; S1P4 antag: -13; S1P4 ag: 1.3; TRPML3 ag: 1.0; BaF3 parental: 2; Ba/F3 V617F tox: 0

How did CN1CCCN(S(=O)(=O)c2cccc(Cl)c2Cl)CC1 do in these assays?
Calpain2 inh: -19; zfTRPN1 agonist: 2.5; PERK inh: 0.1; EP2 mod: 14; S1P4 antag: 4; S1P4 ag: 0.9; TRPML3 ag: 0.8; BaF3 parental: 3; Ba/F3 V617F tox: -3

How did Cc1cc(C)nc(SCC(N)=O)n1 do in these assays?
Calpain2 inh: 11; zfTRPN1 agonist: -1.2; PERK inh: 0.4; EP2 mod: 12&10; S1P4 antag: 3; S1P4 ag: 0.1; TRPML3 ag: 0.3; BaF3 parental: -1; Ba/F3 V617F tox: -1

The listing, previewed entries included:
Results for Cc1ccccc1OCCN1C(=O)NC2(CCCc3ccccc32)C1=O (stereo not given) ?
Calpain2 inh: 13; zfTRPN1 agonist: -0.5; PERK inh: -1.2; EP2 mod: 27; S1P4 antag: 3; S1P4 ag: -4.0; TRPML3 ag: 0.9; BaF3 parental: 1; Ba/F3 V617F tox: -1

How did CN(C(=O)Cn1c(=O)n(CCCCC(=O)NC2CCCC2)c(=O)c2ccccc21)C1CCCCC1 do in these assays?
zfTRPN1 agonist: 0.3; PERK inh: 0.9; S1P4 antag: -13; S1P4 ag: 1.3; TRPML3 ag: 1.0; BaF3 parental: 2; Ba/F3 V617F tox: 0

How did CN1CCCN(S(=O)(=O)c2cccc(Cl)c2Cl)CC1 do in these assays?
Calpain2 inh: -19; zfTRPN1 agonist: 2.5; PERK inh: 0.1; EP2 mod: 14; S1P4 antag: 4; S1P4 ag: 0.9; TRPML3 ag: 0.8; BaF3 parental: 3; Ba/F3 V617F tox: -3

How did Cc1cc(C)nc(SCC(N)=O)n1 do in these assays?
Calpain2 inh: 11; zfTRPN1 agonist: -1.2; PERK inh: 0.4; EP2 mod: 12&10; S1P4 antag: 3; S1P4 ag: 0.1; TRPML3 ag: 0.3; BaF3 parental: -1; Ba/F3 V617F tox: -1

Results for O=c1cc(CNCCCO)c2ccccc2[nH]1 ?
Calpain2 inh: 0; zfTRPN1 agonist: 0.7; PERK inh: 0.7; EP2 mod: 16; S1P4 antag: -19; S1P4 ag: 1.0; TRPML3 ag: 1.6; BaF3 parental: 0; Ba/F3 V617F tox: 3

Results for CCCC(=O)Nc1ccc(Cl)c(NC(=O)c2cccnc2Cl)c1 ?
Calpain2 inh: -10; zfTRPN1 agonist: 0.5; PERK inh: 0.5; EP2 mod: 21; S1P4 antag: -2; S1P4 ag: -0.7; TRPML3 ag: 0.1; BaF3 parental: 3; Ba/F3 V617F tox: -3

How did COC(=O)Nc1ccc(S(=O)(=O)N2CCC(C(=O)NC3CCCCC3)CC2)cc1 do in these assays?
Calpain2 inh: 33; zfTRPN1 agonist: -0.2; PERK inh: -0.1; EP2 mod: -10; S1P4 antag: -5; S1P4 ag: 0.5; TRPML3 ag: -1.0; BaF3 parental: 7; Ba/F3 V617F tox: 5

What do the screens show for `CCOC(=O)C1C(=O)OC2(CCOC(C)(C)C2)C1C(=O)OCC` (stereo not given)?
Calpain2 inh: -3; zfTRPN1 agonist: 0.2; PERK inh: 1.8; EP2 mod: 30; S1P4 antag: 5; S1P4 ag: 1.3; TRPML3 ag: 1.4; BaF3 parental: 0; Ba/F3 V617F tox: -3

What do the screens show for `CCOC(=O)CSC1=C(C#N)C(c2sccc2C)CC(=O)N1` (stereo not given)?
Calpain2 inh: 2; zfTRPN1 agonist: 0.3; PERK inh: -0.1; EP2 mod: 15; S1P4 antag: -20; S1P4 ag: 1.9; TRPML3 ag: -0.7; BaF3 parental: 82*; Ba/F3 V617F tox: 84*

How did CC(Sc1nc(NCc2ccccc2)nc(N2CCOCC2)n1)C(=O)Nc1ccccc1 (stereo not given) do in these assays?
Calpain2 inh: 17; zfTRPN1 agonist: -0.9; PERK inh: -2.2; EP2 mod: 6; S1P4 antag: 10; S1P4 ag: 2.4; TRPML3 ag: 0.8; BaF3 parental: 8; Ba/F3 V617F tox: 0

Results for C1=C(CCNC2=NCCCCC2)CCCC1 ?
Calpain2 inh: 4; zfTRPN1 agonist: -1.2; PERK inh: 1.3; EP2 mod: 0; S1P4 antag: -7; S1P4 ag: -0.4; TRPML3 ag: -0.3; BaF3 parental: 6; Ba/F3 V617F tox: -2

How did CCOC(=O)C1CCCN(CC(O)COc2ccccc2C(C)=O)C1 (stereo not given) do in these assays?
Calpain2 inh: -26; zfTRPN1 agonist: 2.8; PERK inh: -1.7; EP2 mod: 0; S1P4 antag: -2; S1P4 ag: 1.2; TRPML3 ag: 0.1; BaF3 parental: 3; Ba/F3 V617F tox: 0

What do the screens show for `COc1ccc(N2C(=O)CSC2c2ccncc2)cc1` (stereo not given)?
Calpain2 inh: 32; zfTRPN1 agonist: 0.7; PERK inh: 1.4; EP2 mod: -4; S1P4 antag: -4; S1P4 ag: 1.0; TRPML3 ag: 0.6; BaF3 parental: 5; Ba/F3 V617F tox: -3

How did COC(=O)c1cc2nc(-c3ccccc3)cc(C)n2n1 do in these assays?
Calpain2 inh: -206; zfTRPN1 agonist: -0.7; PERK inh: -0.6; EP2 mod: 4; S1P4 antag: -5; S1P4 ag: 1.7; TRPML3 ag: 0.4; BaF3 parental: -3; Ba/F3 V617F tox: -5

Results for S=C(c1ccc(N2CCOCC2)cc1)N1CCOCC1 ?
Calpain2 inh: 12; zfTRPN1 agonist: 1.1; PERK inh: 1.4; EP2 mod: -7; S1P4 antag: -24; S1P4 ag: 0.2; TRPML3 ag: 0.9; BaF3 parental: 3; Ba/F3 V617F tox: 0

What do the screens show for `CCCCCCNC(=O)CC(NS(=O)(=O)c1ccc(NC(C)=O)cc1)C(C)C` (stereo not given)?
Calpain2 inh: 10; zfTRPN1 agonist: -0.6; PERK inh: 0.7; EP2 mod: -2; S1P4 antag: -17; S1P4 ag: 1.4; TRPML3 ag: 0.7; BaF3 parental: 4; Ba/F3 V617F tox: -1

How did O=C1C(O)CC2c3ccccc3CC3(CCCC3)N12 (stereo not given) do in these assays?
Calpain2 inh: -10; zfTRPN1 agonist: -0.3; PERK inh: 1.7; EP2 mod: -3; S1P4 antag: -19; S1P4 ag: -0.1; TRPML3 ag: -0.5; BaF3 parental: 4; Ba/F3 V617F tox: -4

What do the screens show for `COc1ccc2[nH]cc(C3N4CC5(C)CN3CC(C)(C4)C5=O)c2c1` (stereo not given)?
Calpain2 inh: 17; zfTRPN1 agonist: -0.7; PERK inh: 1.0; EP2 mod: -13; S1P4 antag: -14; S1P4 ag: 0.9; TRPML3 ag: 1.1; BaF3 parental: 2; Ba/F3 V617F tox: 5

What do the screens show for `CCN(CC(=O)Nc1ccccc1SC)Cc1nc2ccccc2c(=O)[nH]1`?
Calpain2 inh: -5; zfTRPN1 agonist: 0.6; PERK inh: 0.0; EP2 mod: -13; S1P4 antag: -18; S1P4 ag: 1.3; TRPML3 ag: 0.3; BaF3 parental: -1; Ba/F3 V617F tox: 3

Results for Cc1ccc(C2CC(c3cccs3)=NN2S(=O)(=O)c2ccc(C)cc2)cc1 (stereo not given) ?
Calpain2 inh: -20; zfTRPN1 agonist: -1.2; PERK inh: 0.1; EP2 mod: 22; S1P4 antag: -7; S1P4 ag: 0.7; TRPML3 ag: 0.3; BaF3 parental: 4; Ba/F3 V617F tox: -1

Results for N#C/C(C(N)=O)=C1/SC=C(c2ccccc2)N1c1ccccc1 ?
Calpain2 inh: -29; zfTRPN1 agonist: -0.7; PERK inh: -1.5; EP2 mod: 0; S1P4 antag: -12; S1P4 ag: 0.7; TRPML3 ag: -0.7; BaF3 parental: 2; Ba/F3 V617F tox: 2

Results for C(=N\Nc1nc2ccccc2[nH]1)/c1ccc2c(c1)OCCO2 ?
Calpain2 inh: 8; zfTRPN1 agonist: 0.7; PERK inh: -0.3; EP2 mod: -59; S1P4 antag: -2; S1P4 ag: 0.0; TRPML3 ag: 0.9; BaF3 parental: 2; Ba/F3 V617F tox: 0

Results for Cc1cc2oc(=O)cc(CN3CCCCC3C)c2c(C)c1Cl (stereo not given) ?
Calpain2 inh: -32; zfTRPN1 agonist: -0.5; PERK inh: 0.6; EP2 mod: 57; S1P4 antag: -6; S1P4 ag: 2.6; TRPML3 ag: 0.5; BaF3 parental: 1; Ba/F3 V617F tox: -2

What do the screens show for `COc1ccc(C(C)=O)cc1CSc1nc2ccccc2c(=O)n1-c1cccc(C)c1`?
Calpain2 inh: -67; zfTRPN1 agonist: 0.3; PERK inh: -0.3; EP2 mod: 28; S1P4 antag: -2; S1P4 ag: -1.4; TRPML3 ag: 0.3; BaF3 parental: 7; Ba/F3 V617F tox: -1

How did N#C/C(=N\Nc1ccc(Cl)cc1)C(N)=S do in these assays?
Calpain2 inh: -14; zfTRPN1 agonist: 25*; PERK inh: 0.7; EP2 mod: -18; S1P4 antag: -1; S1P4 ag: -0.9; TRPML3 ag: 16*; BaF3 parental: 5; Ba/F3 V617F tox: 0

What do the screens show for `CCN(C(=O)C(C)Cl)c1ccccc1` (stereo not given)?
Calpain2 inh: -16; zfTRPN1 agonist: 0.8; PERK inh: 0.4; EP2 mod: -6; S1P4 antag: -5; S1P4 ag: 0.9; TRPML3 ag: 0.9; BaF3 parental: 7; Ba/F3 V617F tox: -2

How did CCOC(=O)N1CCN(c2cc(=O)n(-c3ccc(OCC)cc3)c(=O)[nH]2)CC1 do in these assays?
Calpain2 inh: -3; zfTRPN1 agonist: 2.1; PERK inh: 1.8; EP2 mod: 13; S1P4 antag: -9; S1P4 ag: -0.5; TRPML3 ag: 0.4; BaF3 parental: 4; Ba/F3 V617F tox: -5

Results for CC(=O)Nc1ccc(NC(=O)CSc2nc3nc(-c4cccs4)cc(C(F)(F)F)c3c(=O)[nH]2)cc1 ?
Calpain2 inh: -67; zfTRPN1 agonist: 2.7; PERK inh: 0.2; EP2 mod: 16; S1P4 antag: 4; S1P4 ag: 0.6; TRPML3 ag: 0.9; BaF3 parental: -12; Ba/F3 V617F tox: -1

What do the screens show for `CCCCn1c(O)c(N=NC(=O)c2ccco2)c2ccccc21`?
Calpain2 inh: -8; zfTRPN1 agonist: -0.8; PERK inh: -0.4; EP2 mod: 53; S1P4 antag: -15; S1P4 ag: 2.4; TRPML3 ag: -1.0; BaF3 parental: 5; Ba/F3 V617F tox: 0

How did Cn1c(=O)c2c(ncn2CC(=O)OCC(=O)Nc2ccccc2)n(C)c1=O do in these assays?
Calpain2 inh: 8; zfTRPN1 agonist: -0.5; PERK inh: 1.1; EP2 mod: -53; S1P4 antag: -2; S1P4 ag: -1.2; TRPML3 ag: 0.7; BaF3 parental: 0; Ba/F3 V617F tox: -1

Rows were taken by chance; about 3.6% have a hit in one of these screens.
